Bioassay records as filed in PubChem BioAssay.
GSIS activator = primary screen for activators of insulin secretion dependent on glucose, INS-1E cells, GLuc reporter luminescence. INS-1E GLuc reporter insulin secretion, 2-3 h. activation, % at 16.6 µM. hit rate 0.61% among 370,000;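 active means lowest replicate activation of at least 40%, so every replicate reaches that level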;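 further: 0% = median of neutral control wells and 100% = median of IBMX positive control wells; some compounds called inactive have numbers as strong as hits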
DENV2 CPE = DENV2-induced cell death inhibition; DENV2-infected cells, cytopathic effect rescue, plate reader; AID 651640; CPE inhibition, % at 9.99 µM; hit rate 1.7% among 350,000; in the data active means CPE inhibition above about 20%, passing the limit was not always enough; inconclusive means no clear call, values can overlap the other calls; tested in BHK-21 cells;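 further: 0% = median of neutral control wells and 100% = median of positive control wells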
RAD54 inh = RAD54 (human) branch migration inhibition. inhibition, % at 10.4 µM. RAD54 Holliday junction branch migration, FAM/BHQ fluorescence. Q92698. hit rate 0.14% among 360,000. AID 602329;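 active means mean normalized replicate activity at least 40 and at least half of replicates scoring 40 or more; inconclusive means only one of the two criteria met; inactive means mean below 40 and under half of replicates reaching 40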;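 further: 0% = median of neutral control wells and 100% = median of positive control wells; inhibitors cause a drop in the FAM fluorescence signal; in these data hits start at about 50%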
CASP6 VEID inh = inhibitors of human caspase-6; purified caspase-6, Z-VEID-R110 cleavage fluorescence; inhibition, % at 12.5 µM; hit rate 0.53% among 350,000; AID 686996;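 active means mean inhibition across replicates at least about 35%, with every replicate also reaching that limit, limit read from the data; inconclusive means only one of the two criteria met; inactive means neither criterion met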;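 further: 0% = median of neutral control wells and 100% = no fluorescence left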
F508del corr = correctors of CFTR F508del function in bronchial epithelial cells. CFBE cells, YFP halide quenching; stimulated with forskolin plus potentiator P3; % fluorescence drop versus neutral controls. activity (quench increase), % at 7.58 µM. hit rate 0.36% among 350,000. AID 720511;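 active means mean added fluorescence quench of at least 8% versus neutral control, with both replicates also reaching 8%; inconclusive means only one of the mean or replicate conditions met; inactive means mean below 8% and not both replicates reaching 8%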;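 further: cells transiently co-express mutant CFTR-F508del with the halide-sensitive YFP; corrector assay measuring rescue of mutant channel to the surface after 24 h compound exposure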
XiGFP reactiv = X-chromosome reactivation activator; XiGFP mouse fibroblasts, % GFP-positive cells imaging, 3 d; cells co-treated with 5-aza-dC sensitizer; scaled so ellipticine positive control = 100%; hit rate 0.055% among 360,000; activation, % at 7.58 µM;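 active means mean normalized replicate activation at least 10% and every replicate at or above 10%; inconclusive means only one of the two criteria met; inactive means mean below 10% and not all replicates reach 10%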;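 further: 0% = median of on-plate neutral control wells and 100% = ellipticine 6 µM median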
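Assay system: SV40-immortalized XiGFP fibroblast cells, line 68-5-11; buffer or medium: DMEM plus 5-aza-dC sensitizer; compound: one concentration, pinned; timing: compounds 3 days, fix/stain 15 min at room temperature; benchmarks: positive control ellipticine, 6 µM final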
E-selectin induc = induces E-selectin expression in human endothelial cells | HUVEC E-selectin immunofluorescence imaging; normalized: neutral wells 0, TNF-alpha wells 100 | AID 686992 | P16581 | activation, % at 7.58 µM | hit rate 0.37% among 260,000;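 active means mean E-selectin-positive cell signal at least 10% of the positive control, reached in at least 60% of replicates, without over 20% cell loss; inconclusive means no rule given, readout overlaps actives, possibly toxicity-flagged; inactive means the rest, including those meeting only one limit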;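 further: in these data hits start at about 27%; measured in HUVEC primary endothelial cells; signal is the percent of cells scored E-selectin positive by PE staining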
Target sequence (P16581 whole entry, looked up): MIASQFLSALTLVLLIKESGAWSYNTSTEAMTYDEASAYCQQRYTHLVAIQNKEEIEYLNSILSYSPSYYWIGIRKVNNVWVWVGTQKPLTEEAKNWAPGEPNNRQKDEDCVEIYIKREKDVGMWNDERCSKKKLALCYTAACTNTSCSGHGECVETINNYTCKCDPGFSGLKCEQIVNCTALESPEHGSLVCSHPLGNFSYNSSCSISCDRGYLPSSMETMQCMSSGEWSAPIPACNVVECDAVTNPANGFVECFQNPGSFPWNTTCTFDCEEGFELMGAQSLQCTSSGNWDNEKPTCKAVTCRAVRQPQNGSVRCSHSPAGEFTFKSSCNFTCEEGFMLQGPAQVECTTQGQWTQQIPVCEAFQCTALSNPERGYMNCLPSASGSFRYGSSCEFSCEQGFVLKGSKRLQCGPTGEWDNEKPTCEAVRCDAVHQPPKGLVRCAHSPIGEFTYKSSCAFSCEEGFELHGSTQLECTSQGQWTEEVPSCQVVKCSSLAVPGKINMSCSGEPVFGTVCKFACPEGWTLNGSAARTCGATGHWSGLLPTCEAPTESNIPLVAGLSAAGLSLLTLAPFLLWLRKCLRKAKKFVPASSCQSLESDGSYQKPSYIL
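Test system – human umbilical vein endothelial cells (HUVEC), E-selectin induction · Input – 3,000 HUVEC seeded per well · Buffer or medium – EGM-2, gelatin · Compound dosing – single-point compound dose · Detection – immunofluorescence imaging · Measure – percent E-selectin-positive cells · Controls – TNF-alpha high, DMSO low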
RAD52 inh = RAD52 (human) annealing inhibition; AID 651710; hit rate 0.46% among 360,000; recombinant RAD52 DNA annealing, FRET fluorescence; inhibition, % at 18.7 µM;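 active means every replicate showing at least 50% inhibition; inconclusive means mean inhibition at least 50% but not in every replicate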
Target sequence (P43351 whole entry, looked up): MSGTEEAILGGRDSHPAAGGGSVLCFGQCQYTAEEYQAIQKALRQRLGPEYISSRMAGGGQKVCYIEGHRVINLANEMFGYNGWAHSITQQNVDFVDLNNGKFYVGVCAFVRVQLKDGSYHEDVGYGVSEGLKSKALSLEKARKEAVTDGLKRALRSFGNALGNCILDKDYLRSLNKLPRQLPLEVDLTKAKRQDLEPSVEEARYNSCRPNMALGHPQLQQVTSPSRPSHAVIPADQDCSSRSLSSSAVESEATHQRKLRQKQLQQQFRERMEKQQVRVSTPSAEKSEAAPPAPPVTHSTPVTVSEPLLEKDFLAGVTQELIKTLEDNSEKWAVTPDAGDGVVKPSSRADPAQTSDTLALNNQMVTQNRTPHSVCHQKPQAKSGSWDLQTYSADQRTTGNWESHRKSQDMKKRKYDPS
Active calls of the source: *; ? = inconclusive; nt = no result given; & = joins results of further samples.

Structure	E-selectin induc	F508del corr	CASP6 VEID inh	RAD52 inh	XiGFP reactiv	RAD54 inh	GSIS activator	DENV2 CPE
C[C@H](CO)NC(=O)c1[nH]cnc1C(=O)Nc1ccc(CNC(=O)OC(C)(C)C)cc1	-0.1	-2.8	5.4	-0.9	0.2	5.0	10.3	-5.9
COC(=O)c1ccc(-c2ncc[nH]2)cc1	-0.7	-1.1	-0.5	-2.8	0.4	nt	11.7	nt
CCCn1ncc(/C=N/O)c1C	-0.4	-1.1	-6.7	-7.4	-0.1	0.3	-10.7	-3.2
O=C(C[C@H]1CC[C@@H]2NC[C@H](O)COC[C@H]2O1)NCc1ccc(Oc2ccccc2)cc1	0.1	-0.9	-0.6	18.8	0.2	-5.4	9.3	8.7
COc1ccc2c3c(n(C)c2c1)[C@H](CO)N(CC1CCOCC1)CC31CCN(C(C)=O)CC1	0.1	-2.2	1.4	-281.1	0.0	nt	-4.9	-3.2
Cc1cc(/C=N/NC(=O)c2ccncc2)c(C)n1-c1cccc(C(F)(F)F)c1	-0.5	-0.3	0.9	-1.9	0.2	nt	-11.0	9.0
COCCNS(=O)(=O)c1ccc2c(c1)C(=NO)c1cc(S(=O)(=O)NCCOC)ccc1-2	0.0	0.8	29.1	-5.0	nt	nt	8.4	-0.7
O=C(C1CCC1)N1CC2(C1)[C@H](c1ccccc1)[C@@H](CO)N2Cc1cccnc1	1.1	1.6	-1.8	5.4	0.3	nt	28.1	6.2
c1nc(CCO[C@H]2CCCCO2)cc2cc3c(cc12)OCO3	nt	-2.9	1.1	-6.7	0.0	-1.7	11.6	-6.7
CC(=O)C1=C(O)C(=O)N(Cc2ccco2)C1c1ccccc1 (centres undefined)	nt	1.8	4.0	-23.7	nt	-2.0	-24.1	9.4
C[C@@H]1CN([C@@H](C)CO)C(=O)Cc2cc(NC(=O)Cc3ccccc3)ccc2O[C@H]1CN(C)C(=O)Nc1ccc2c(c1)OCO2	-3.5	1.9	1.8	-9.2	0.0	-2.3	-10.6	-3.2
C[C@H]1CN([C@@H](C)CO)C(=O)Cc2cc(NC(=O)Nc3ccc(F)cc3)ccc2O[C@H]1CN(C)C(=O)Nc1ccc(C(F)(F)F)cc1	29.7*	-0.1	nt	nt	0.2	12.2	-30.7	8.4
CCOc1cccc(CN2CCC(n3nccc3NC(=O)C3CC3)CC2)c1O	-0.1	-0.7	-2.1	-7.9	0.1	-3.8	-14.4	3.0
C[C@@H]1CN([C@H](C)CO)C(=O)c2cc(NC(=O)Nc3ccccc3)ccc2O[C@@H](C)CCCCO[C@H]1CN(C)Cc1ccccc1	nt	1.6	5.5	27.7	0.1	-0.1	-15.3	17.3
COc1cc(CCC(=O)OCC(=O)Nc2sccc2C(N)=O)cc(OC)c1OC	-1.5	-4.9	10.1	-7.0	0.0	-3.2	-72.5	1.1
CCN(CC(=O)Nc1c(F)cccc1F)C(=O)c1cn2ccccc2n1	nt	1.9	-0.9	-5.8	-0.1	nt	-6.4	1.9
COc1ccc(NC(=O)C2(C)CCN2Cc2cccc(OC)c2F)cc1OC (centres undefined)	0.1	3.1	-1.3	1.5	0.0	6.4	30.0	-0.3
COc1ccc(/C=C2\Sc3ccc(C(=O)NC4CC4)cc3N(C)C2=O)cc1OC	nt	-1.2	1.4	-14.1	0.0	15.7	17.0	2.2
C[C@H]1CN([C@@H](C)CO)C(=O)c2cc(NS(=O)(=O)c3cn(C)cn3)ccc2O[C@H]1CN(C)Cc1ccccc1	0.0	-1.7	-1.8	14.7	-1.2	-5.4	1.6	11.9
O=C(CC1CC1)N1[C@@H](CO)[C@@H](c2ccccc2)C12CN(S(=O)(=O)c1ccccc1)C2	0.4	0.4	1.4	5.2	0.5	nt	-9.3	-9.3
Cc1cc(C)cc(OCC(=O)N2CCN(c3ncccn3)CC2)c1	-0.6	-0.6	-1.5	-6.9	0.0	7.8	15.7	-6.7
O=C(CN1CCCCCC1)N/N=C/c1ccc2ccccc2c1	nt	3.9	-11.2	9.0	0.0	14.1	1.3	-5.8
O=C(c1ccc(F)cc1)N1CC(=O)N2[C@H](CO)[C@H](c3ccc(C#Cc4ccc(F)cc4)cc3)[C@@H]2C1	-0.1	1.5	0.8	-18.4	0.1	nt	-22.4	0.7
C[C@H](CO)N1C[C@H](C)[C@@H](CN(C)C(=O)c2ccc3ccn(C)c3c2)OCc2cnnn2CCCC1=O	-0.1&1.0	-2.0&-3.8&-3.5	-2.7&0.3	-14.3&10.4	-0.2&0.4	-4.3&1.5	9.2&5.9	?
Cc1ccccc1NC(=S)NC(=O)Cc1ccc(Cl)cc1	-1.9	-1.4	-1.5	-5.2	-0.1	-6.0	-41.9	5.7

The list goes on:
Structure	E-selectin induc	F508del corr	CASP6 VEID inh	RAD52 inh	XiGFP reactiv	RAD54 inh	GSIS activator	DENV2 CPE
CCCCN(C(=O)CCOc1ccc(OCC)cc1)c1c(N)n(Cc2ccccc2)c(=O)[nH]c1=O	-0.2	0.5	1.0	-23.5	0.1	3.0	-35.0	-0.7
C[C@H]1CN([C@@H](C)CO)C(=O)c2cc(NC(=O)Nc3ccc(F)cc3)ccc2O[C@@H]1CN(C)C(=O)Nc1cccc2ccccc12	0.0	1.6	0.5	1.7	-0.1	5.5	-7.8	-2.9
CC(=O)c1cccc(NC(=O)CN2C(=O)c3ccccc3C2=O)c1	nt	-1.8	0.6	-13.8	0.0	-1.6	8.3	-4.5
COc1ccccc1S(=O)(=O)N(C)C[C@@H]1OCc2ccccc2-c2c(n(C)c3ccccc23)C(=O)N([C@@H](C)CO)C[C@@H]1C	-0.1	0.5	0.1	15.4	-0.8	9.2	-1.6	?
CCCNC(=O)C[C@@H]1CC[C@@H]2[C@H](COC[C@@H](O)CN2C(=O)Nc2cccc(Cl)c2)O1	0.0	-3.7	-2.3	0.3	-0.1	-4.9	-24.1	-4.5
CCCn1c(=O)c2[nH]c(C3CCCC3)nc2n(CCC)c1=O	?	nt	-1.4	-7.3	0.0	11.2	nt	1.4
CCCC(=O)Nc1ccc2c(c1)C(=O)N(C)C[C@@H](OC)[C@H](C)CN(Cc1ccncc1)[C@H](C)CO2	0.2	-0.1	nt	nt	0.1	nt	-1.2	nt
Cc1ccccc1-c1cnc2c(c1)C(=O)N([C@H](C)CO)C[C@@H](C)[C@H](CN(C)C(=O)c1ccc(F)cc1)O2	0.1	2.9	5.7	10.6	-1.1	-2.2	-3.9	6.3
Oc1ccc(-c2nnc(Nc3ccccc3)c3ccccc23)cc1	-0.2	0.2	1.1	-6.8	0.0	4.7	2.6	3.2
C[C@H](CO)N1C[C@H](C)[C@@H](CN(C)CC2CCCCC2)Oc2c(NS(C)(=O)=O)cccc2C1=O	nt	0.9	-3.3	-11.7	0.3	5.0	0.8	-0.6
N#Cc1c(-c2cccnc2)c2c([nH]c1=O)-c1ccccc1OC2	-0.1	-0.8	1.8	-21.9	-0.1	-10.9	-10.0	4.4
COc1ccc(S(=O)(=O)N2CCCCC2)cc1NC(=O)Cc1cccc(C(F)(F)F)c1	-0.2	2.0	-0.8	-0.6	0.4	-5.0	4.5	0.6
C[C@@H]1CC[C@@]2(O[C@@H](CCO)C[C@H](O)[C@H]2O)O1	-0.1	-4.5	nt	nt	0.0	3.0	-1.8	nt
CN(C)C(=O)C12CCC(C)(C(=O)C1Br)C2(C)C (centres undefined)	1.9	-1.5	2.0	-7.0	0.5	4.2	9.1	3.8
O=C(c1ccc(Cl)cc1)C1CCCN(Cc2cccn2-c2ccccn2)C1 (centres undefined)	nt	0.7	-5.8	-46.1	0.0	nt	5.6	15.1
CCOc1ccc(NC(=O)NC23CC4CC(CC(C4)C2)C3)cc1	0.6	nt	2.0	-7.0	-0.1	nt	-10.5	9.9
Oc1cccc(NC(=S)N=Nc2c(O)[nH]c3ccc(Br)cc23)c1	nt	0.1	9.2	6.8	-0.1	7.6	-37.6	-4.9
Cc1ccccc1CSc1[nH]c(=O)ncc1C	nt	-2.8	0.7	1.3	0.0	4.6	-12.3	-2.8
COC(=O)c1ccc2nc(-c3ccc(C)cc3)c(Cc3ccc(C)cc3)n2c1	0.1	-1.4	-1.2	-29.4	0.0	nt	9.4	-3.3
CC(=O)Nc1ccccc1C	nt	1.7	-5.4	-3.1	nt	-12.2	3.3	7.8
CCCc1nc2ccc(NC(=O)c3cccs3)cc2c(=O)n1Cc1ccccc1Cl	nt	nt	-2.0	-15.3	0.0	nt	-3.4	nt
CCN(C[C@H]1[C@H](c2ccccc2)[C@H](CO)N1C(C)=O)C(=O)NC1CCCC1	-0.1	-1.1	4.1	-5.4	0.4	2.4	8.0	2.0
CC(CCc1ccccc1)N(C)CC(O)c1cccc([N+](=O)[O-])c1 (centres undefined)	nt	-1.8	2.7	0.1	0.0	4.6	2.1	-5.1
COc1cccc(CN2CCN(Cc3nc(C(C)C)cs3)CC2CCO)c1 (centres undefined)	nt	nt	3.5	-20.9	-0.1	nt	4.8	-2.7
CC(c1ccccc1)C1CC(=O)N(c2ccc([N+](=O)[O-])cc2)C1=O (centres undefined)	nt	-0.5	5.3	0.5	0.0	1.9	-3.5	-0.7

Additional records follow.
Structure	E-selectin induc	F508del corr	CASP6 VEID inh	RAD52 inh	XiGFP reactiv	RAD54 inh	GSIS activator	DENV2 CPE
O=C(CSc1nnc(NC(=O)c2ccco2)s1)Nc1ccc(F)cc1F	1.0	3.2	0.1	-14.8	0.2	2.6	6.6	1.4
COCCNC(=O)c1ccc2c3n(nc2c1)-c1ccc(C)cc1CO3	-0.1	5.2	9.1	15.9	0.0	8.1	8.3	?
O=[N+]([O-])c1cccc(S(=O)(=O)N2CCCCC2)c1	nt	-1.2	1.8	-17.2	0.2	2.3	-11.1	6.1
O=C(CSCC(=O)NN=Cc1ccccc1)NN=Cc1ccccc1	1.2	4.6	-4.3	-8.4	0.1	-4.4	-2.5	-3.2
CCc1nc2cccnc2n1-c1ccc(CC(=O)NC(C)CC)cc1 (centres undefined)	nt	-2.8	-2.4	-10.9	0.2	-8.3	-5.6	1.4
O=C(NC1CCCC1)C(c1cccnc1)N(C(=O)c1csnn1)c1ccccc1Cl (centres undefined)	0.0	0.3	-1.6	-8.9	0.0	2.1	-9.6	5.3
CCCN1C[C@@H](C)[C@H](OC)CN(C)C(=O)c2ccc(NC(=O)Nc3ccccc3F)cc2OC[C@@H]1C	0.8	-2.8	-2.5	4.8	-0.4	-4.0	-18.9	6.8
CCc1ccc(Nc2cc(C(=O)NCCCN3CCOCC3)c3ccccc3n2)cc1	0.3	-1.6	-9.6	-6.0	0.2	-4.8	-12.3	-0.4
Oc1[nH]c2ccccc2c1N=Nc1c(F)c(F)c(C(F)(F)F)c(F)c1F	-0.2	-1.3	nt	-18.6	0.0	-4.9	-17.1	-1.5
CCOC(=O)N1CCN(C(=O)CSc2nc3c(cnn3-c3ccc(C)cc3)c(=O)[nH]2)CC1	1.9	-0.8	0.0	-2.4	0.0	-5.5	-1.6	-2.4
CC1(Cc2cc(Cl)ccc2C(F)(F)F)C(=O)Nc2cc(C(F)(F)F)ccc21 (centres undefined)	0.0	2.9	1.4	5.3	-0.1	-5.9	298.0*	-0.8
